CHRM4 antagonist = antagonists of human muscarinic M4 receptor (CHRM4); CHO-hM4 cells, ACh EC80, Fluo-8 calcium fluorescence; inhibition, % at 3 µM; P08173; actives 0.73% (n = 360,000);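 active means inhibition above its plate's cutoff, the mean inhibition of sample wells plus 3 SD, cut at about 27% in these data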;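 further: 0% = acetylcholine EC80 with DMSO and 100% = DMSO without agonist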
Target sequence (P08173 whole entry, looked up): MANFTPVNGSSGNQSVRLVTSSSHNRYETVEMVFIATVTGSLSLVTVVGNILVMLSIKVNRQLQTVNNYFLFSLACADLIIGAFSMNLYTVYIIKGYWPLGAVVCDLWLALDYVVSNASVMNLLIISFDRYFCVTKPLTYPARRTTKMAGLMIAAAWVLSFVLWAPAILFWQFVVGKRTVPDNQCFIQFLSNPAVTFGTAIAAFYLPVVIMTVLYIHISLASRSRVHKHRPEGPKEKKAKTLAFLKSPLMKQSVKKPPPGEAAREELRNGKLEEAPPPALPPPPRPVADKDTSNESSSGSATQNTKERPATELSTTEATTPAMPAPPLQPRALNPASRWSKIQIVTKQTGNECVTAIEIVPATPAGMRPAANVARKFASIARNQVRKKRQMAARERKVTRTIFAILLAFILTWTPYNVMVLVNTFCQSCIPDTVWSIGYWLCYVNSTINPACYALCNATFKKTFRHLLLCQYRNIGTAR
M5 antag = CHRM5 antagonism in calcium assay | P08912 | CHO-hM5 cells, Fluo-8 calcium fluorescence, ACh EC80 | inhibition, % at 3 µM | actives 0.59% (n = 360,000);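 active means inhibition above a per-plate cutoff, the mean of that plate's test compounds plus 3 SD, cut at about 27% in these data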;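 further: 0% = acetylcholine EC80 with DMSO and 100% = DMSO without agonist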
Target sequence (P08912 whole entry, looked up): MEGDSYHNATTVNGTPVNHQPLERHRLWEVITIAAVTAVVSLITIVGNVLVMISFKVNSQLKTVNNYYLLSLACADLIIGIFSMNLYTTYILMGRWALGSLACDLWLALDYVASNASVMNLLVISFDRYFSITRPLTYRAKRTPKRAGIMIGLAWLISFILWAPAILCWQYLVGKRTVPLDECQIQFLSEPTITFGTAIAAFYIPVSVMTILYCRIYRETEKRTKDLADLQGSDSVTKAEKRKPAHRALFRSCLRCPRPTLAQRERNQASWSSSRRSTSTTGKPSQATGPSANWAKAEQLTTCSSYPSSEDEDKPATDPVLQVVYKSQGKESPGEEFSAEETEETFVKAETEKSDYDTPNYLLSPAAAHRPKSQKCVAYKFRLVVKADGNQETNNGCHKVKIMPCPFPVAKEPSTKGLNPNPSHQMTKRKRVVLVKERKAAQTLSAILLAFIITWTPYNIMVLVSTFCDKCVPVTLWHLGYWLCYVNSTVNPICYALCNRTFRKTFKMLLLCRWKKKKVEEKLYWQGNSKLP
CHO-K1 Ca PAM = M1 PAM counterscreen hit in parental CHO-K1 cells. AID 602247. actives 0.02% (n = 360,000). activation, % at 3 µM. ATP EC20, Fluo-8 calcium fluorescence; 0% at ATP EC20, 100% at ATP max;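 active means activation above the run cutoff, the mean activation of all test compounds plus 3 SD, cut at about 40% in these data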;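 further: peak over basal fluorescence ratio in a 140 s read after ATP addition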
CHO-K1 Ca antag = M1 antagonist counterscreen hit in parental CHO-K1 cells | ATP-induced calcium, Fluo-8 fluorescence | inhibition, % at 3 µM | actives 0.6% (n = 360,000);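 active means inhibition above a per-plate cutoff, the plate's mean sample inhibition plus 3 SD, cut at about 24% in these data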;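 further: 0% = DMSO plus EC80 ATP and 100% = DMSO alone without ATP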
CHRM4 PAM = potentiates acetylcholine response at human M4 receptor; P08173; CHO-K1 hM4/Gqi5, Fluo-8 calcium fluorescence, ACh EC20; 0% = ACh EC20, 100% = maximal ACh; activation, % at 3 µM; actives 0.4% (n = 360,000); AID 624126;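 active means activation above its plate's cutoff, the mean activation of sample wells plus 3 SD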; further: some results filed as inactive read as strong as hits
CHO-K1 Ca ag = nonselective activator or artifact in parental CHO-K1 cells | Fluo-8 calcium fluorescence; scaled to maximal ATP response, vehicle zero | activation, % at 3 µM | actives 0.48% (n = 360,000) | AID 602248; in the data active means activation above about 15%;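 further: untransfected CHO-K1 host cells lacking M1 receptor as counterscreen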
M4 ag = agonists of human muscarinic M4 receptor (CHRM4). P08173. CHO-K1 hM4/Gqi5, Fluo-8 calcium fluorescence; vehicle 0%, full acetylcholine response 100%. activation, % at 3 µM. actives 0.14% (n = 360,000). AID 624127;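 active means activation above the run mean over all test wells plus 3 SD, cut at about 32% in these data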;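 further: peak over basal fluorescence ratio per well then scaled between controls; 0% = DMSO wells and 100% = acetylcholine at EC100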
M5 ag = agonists of human muscarinic M5 receptor (CHRM5). CHO-K1 hM5 cells, Fluo-8 calcium fluorescence; 0% DMSO wells, 100% maximal acetylcholine response. activation, % at 3 µM. actives 0.19% (n = 360,000). AID 624037;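 active means activation above the run's mean over test compounds plus 3 SD, cut at about 23% in these data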;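 further: signal is peak over basal fluorescence ratio across the kinetic read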
M5 PAM = potentiates acetylcholine response at human M5 receptor; activation, % at 3 µM; actives 0.3% (n = 360,000); CHO-K1 hM5, Fluo-8 calcium, ACh EC20 PAM; 0% = ACh EC20, 100% = ACh EC100;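 active means activation above the run cutoff, the mean activation of all test compounds plus 3 SD, cut at about 18% in these data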
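Replicates: One well per compound, no replicates | System: Human M5 receptor in CHO-K1 cells | Benchmarks: Low control EC20 acetylcholine (0%), high control EC100 acetylcholine (100%) | Probe or stimulus: Acetylcholine, EC20 level | Times: Fluo-8 loading 80 min at 37 °C plus 30 min room temperature | Signal: Intracellular calcium via Fluo-8 fluorescence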
* marks the source's active call; other numbers are inactive results; . = not tested or not shown. This is a random part of the collection. Share with any hit: about 2.7%.

SMILES	CHRM4 antagonist	M5 antag	CHO-K1 Ca PAM	CHO-K1 Ca antag	CHRM4 PAM	CHO-K1 Ca ag	M4 ag	M5 ag	M5 PAM
Cc1csc(NS(=O)(=O)c2cccc([N+](=O)[O-])c2)n1	-15	3	10	-9	6	1.0	1	-8	-6
COc1ccc(N2CCN(C(=O)c3cc4c(=O)n(Cc5ccccc5)ccc4nc3C)CC2)cc1	12	-9	-9	0	-9	2.7	7	5	3
COc1ccc(S(=O)(=O)N2CCCCC2)cc1NC(=O)C1CC1C (stereo unspecified)	4	9	-23	20	5	0.2	1	-2	9
COc1ccc2oc(C(=O)OCC(=O)Nc3ccccc3)c(C)c2c1	-6	10	5	-11	11	2.3	3	-3	-5
CC(OC(=O)C12CC3CC(CC(O)(C3)C1)C2)C(N)=O (stereo unspecified)	-1	1	8	1	0	-0.3	1	0	-2
CCOC(=O)[C@]12CCC=C1N(Cc1ccco1)C(=O)[C@H](CC(=O)NCCCN1CCCC1=O)C2	0	-4	-3	-4	2	0.4	0	1	4
O=C(N/N=C/c1cn(Cc2ccccc2)c2ccccc12)c1cc(O)cc(O)c1	-2	2	-7	13	6	0.8	2	-4	3
Cc1sc2nc(COC(=O)c3ccc(N4CCCC4)c([N+](=O)[O-])c3)[nH]c(=O)c2c1C	-1	-1	13	2	4	-0.1	0	1	0
CCOC(=O)C1=C(C)N(CCCCCC(=O)O)C(=O)NC1c1ccccc1Cl (stereo unspecified)	-4	6	13	-18	8	0.1	0	-2	7
O=C(Cn1cnc2c(cnn2-c2ccccc2)c1=O)Nc1ccc(S(=O)(=O)N2CCOCC2)cc1	-11	6	8	2	1	2.5	7	-3	-4
COc1ccc(C2=Nc3ccccc3N(C(=O)c3ccc(C(F)(F)F)cc3)C2C(=O)NCc2ccccc2)cc1 (stereo unspecified)	5	2	.	.	-5	.	2	0	-5
COc1cccc(C(C)(O)c2nc(-c3ccc(C)c(C)c3)cs2)c1 (stereo unspecified)	6	-1	10	0	-1	2.9	4	2	-2
CN(C)c1ccc(N=Nc2ccccc2Br)cc1	3	11	-4	-13	-5	0.3	-1	0	-4
Cc1ccc(Nc2nc(N)nc(CN3CCC(C)CC3)n2)c(C)c1	0	10	5	1	-1	1.7	2	-3	-8
CCc1ccc(CN(C)C(C)C(=O)Nc2ccc(S(=O)(=O)N3CCCC3)cc2)cc1 (stereo unspecified)	27*	5	4	3	-17	0.2	0	-7	-19
COc1ccccc1C1=NOC(COc2ccc3c(C)cc(=O)oc3c2)C1 (stereo unspecified)	0	9	3	3	-4	2.3	4	-1	-4
N#CC(CCc1ccc([N+](=O)[O-])cc1)(CCc1ccc([N+](=O)[O-])cc1)C(N)=O	8	15	8	-10	-6	5.5	12	2	-13
CC(C)c1nc2sc3c(=O)[nH]cnc3c2c2c1CCC2	-16	-7	17	-12	8	1.3	0	-2	3
COc1ccc(-c2nnn(CC(=O)N(CCCO)C(C(=O)NC3CCCC3)c3ccncc3)n2)cc1 (stereo unspecified)	-12	2	9	-9	-8	0.1	0	-5	-1
O=C(N/N=C/c1ccc(O)cc1)c1ccncc1	-8	1	16	-14	12	0.3	1	-5	1

Arranged by heavy-atom count (descending): part of the list above
SMILES	CHRM4 antagonist	M5 antag	CHO-K1 Ca PAM	CHO-K1 Ca antag	CHRM4 PAM	CHO-K1 Ca ag	M4 ag	M5 ag	M5 PAM
O=C(N/N=C/c1cn(Cc2ccccc2)c2ccccc12)c1cc(O)cc(O)c1	-2	2	-7	13	6	0.8	2	-4	3
N#CC(CCc1ccc([N+](=O)[O-])cc1)(CCc1ccc([N+](=O)[O-])cc1)C(N)=O	8	15	8	-10	-6	5.5	12	2	-13
O=C(N/N=C/c1ccc(O)cc1)c1ccncc1	-8	1	16	-14	12	0.3	1	-5	1

Records above shown as hits in CHRM4 antagonist.
| SMILES | CHRM4 antagonist | M5 antag | CHRM4 PAM | M4 ag | M5 ag | M5 PAM |
| --- | --- | --- | --- | --- | --- | --- |
| CCc1ccc(CN(C)C(C)C(=O)Nc2ccc(S(=O)(=O)N3CCCC3)cc2)cc1 (stereo unspecified) | 27* | 5 | -17 | 0 | -7 | -19 |

Continuation.
SMILES	CHRM4 antagonist	M5 antag	CHO-K1 Ca PAM	CHO-K1 Ca antag	CHRM4 PAM	CHO-K1 Ca ag	M4 ag	M5 ag	M5 PAM
Cn1c(-c2ccc(C(C)(C)C)cc2)n[nH]c1=S	-5	0	14	-9	-6	0.6	1	-3	-3
Cc1nc2ccc(NC(=S)N3CCC(C)CC3)cc2nc1C	3	-1	-1	8	-16	-0.3	1	-3	-12
COc1ccc(NC2CCCN(C(=O)c3csc(C(C)C)n3)C2)cc1OC (stereo unspecified)	-2	11	6	-7	-3	1.7	3	-3	-5
Cn1c2ccccc2c2cc(/C=C(\NC(=O)c3ccccc3)C(=O)NCC(=O)O)ccc21	8	8	-13	-6	0	1.0	1	1	2
COc1ccc(/C=C(\NC(=O)c2ccc(C)cc2)C(=O)N2CCCCC2)cc1	-11	1	-5	-8	-2	0.2	2	-4	-3
Cc1nn(C(=O)c2ccco2)c(C)c1Sc1ccccc1	-9	-1	12	-5	11	-0.1	-1	-7	4
Cc1ccc(C(=O)Nc2ncc([N+](=O)[O-])s2)cc1	5	32*	-4	13	-6	11	15	2	-19
O=C(c1cn(-c2ccccc2)nc1-c1ccc(Cl)cc1)N1CCOCC1	-8	-1	34	-15	6	2.5	1	-3	-2
CCOC(=O)N1CCC(N2CC34C=CC(O3)C(C(=O)Nc3ccc(C)cc3)C4C2=O)CC1 (stereo unspecified)	-17	4	20	-11	8	1.3	1	2	1
COc1ccc(N(C=O)C(C(=O)Nc2c(C)cccc2C)c2ccccc2)cc1 (stereo unspecified)	-9	11	13	-3	-3	0.6	2	-2	-7
CC(C)(C)c1ccc(/C=C/C(=O)NCCCn2ccnc2)cc1	3	0	3	-3	-6	4.9	3	-4	1
COC(=O)Oc1cncc(C(=O)O)c1	6	-9	2	-15	8	-0.1	0	2	1
CN(c1ccccc1)S(=O)(=O)c1ccc2ccccc2c1	5	5	0	-5	-10	-0.2	0	-3	-6
O=C(COc1ccc(F)cc1)N(Cc1ccco1)C1CCS(=O)(=O)C1 (stereo unspecified)	1	11	3	-3	4	0.1	1	-3	-2
O=C1NC2(CCCCCC2)C(=O)N1Cc1cccc([N+](=O)[O-])c1	3	9	11	-5	-3	0.8	1	-5	-6
c1ccc(CN2CCN(c3nc4ccccc4s3)CC2)cc1	-1	2	-31	-9	0	0.3	2	-1	-4
N#CCCN1CCN(Cn2c3ccccc3c3ccccc32)CC1	-1	-1	25	-10	7	1.2	-2	-8	10
Cn1c(SCC(=O)NC(=O)Cc2ccccc2)nnc1-c1ccc(F)cc1	-3	9	-11	8	4	-0.4	1	3	0
CCOC(=O)[C@@H]1[C@H]2COc3ccccc3[C@H]2N2C(=O)N(c3ccccc3)C(=O)[C@]12C	-4	7	0	-12	-2	-0.1	1	-1	4
CCCOc1ccc(C(=O)N2CCCC2C(=O)O)cc1 (stereo unspecified)	-6	-3	14	-31	19*	0.4	3	2	-2
Clc1cc(Br)ccc1OCCOCCN1CCCC1	3	6	2	-4	-5	0.9	2	-20	-8
CCN1CCN(C(=O)C2CCN(c3nnc(-n4c(C)ccc4C)s3)CC2)CC1	-5	-1	-7	13	6	0.2	0	-1	1
S=c1[nH]nc(-c2cccc(Cl)c2)n1/N=C/c1ccc(-c2ccccc2Br)o1	-4	4	13	-5	2	0.5	2	1	0
COc1ccc(Br)cc1CNC(=O)Cc1c(C(=O)O)[nH]c2ccc(Cl)cc12	2	5	16	-5	1	-0.1	-1	-9	11
C=C1CC(Cn2cc(Br)c(=O)[nH]c2=O)(c2ccc(-c3ccccc3)cc2)OC1=O (stereo unspecified)	46*	4	-16	11	-7	0.1	6	-3	-22
Cc1ccc(-n2nc(C)c3c(C)c(CCC(=O)NCCCOC(C)C)c(C)nc32)cc1	1	16	-5	4	-7	0.0	1	-1	-1
O=C(/C=C/c1ccccc1Cl)OCC(=O)N1CCc2ccccc21	-4	-1	-6	13	4	0.9	0	0	-2
Nc1ccc2nc3c(=O)[nH]c(=S)[nH]c3nc2c1	-3	19	3	-1	-6	21*	9	13	-14
Nc1ncnc2c1nc(Br)n2[C@@H]1O[C@@H]2COP(=O)(O)O[C@H]2[C@H]1O	0	-2	11	0	-2	0.2	0	1	0
COc1ccc(-c2cc3ccccc3oc2=O)cc1NC(=O)c1ccc(Br)o1	-2	1	6	-11	-3	-0.6	-1	-4	-3
C[C@@H]1CCCCO[C@H](CN(C)Cc2ccc(C(F)(F)F)cc2)[C@H](C)CN([C@@H](C)CO)C(=O)c2cc(NC(=O)Cc3ccccc3)ccc2O1	-1	6	8	-8	-4	-0.3	2	0	-1
CCOc1ccccc1NC(=S)N1CCN(c2nc(-c3cccc(OC)c3)cs2)CC1	-4	0	26	-21	0	2.5	2	-2	4
CC(OC(=O)Cc1ccc(Cl)cc1)C(=O)NC1CCCCC1C (stereo unspecified)	-7	4	-20	0	9	-0.1	1	0	0
Cc1ccc(OCCOCCN2CCCCC2)c([N+](=O)[O-])c1	9	6	14	-8	-7	0.1	1	-6	-4
CCC1CCCCN1C(=O)Cn1c(=O)n(CCC(=O)NCc2ccco2)c(=O)c2sccc21 (stereo unspecified)	-4	2	8	-13	0	0.5	1	-2	-2
CN1CCN(c2ccc(Nc3ccnc4cc(Cl)ccc34)cc2)CC1	-13	4	34	-12	0	1.4	2	-6	1
COc1ccc(NC(=S)N/C(=N/S(=O)(=O)c2ccc(C)cc2)c2ccccc2)cc1	9	7	1	0	9	-0.3	0	-2	3
CCOc1ccc(NC(=O)CSc2ccc(-c3ccccn3)nn2)cc1	-5	-6	10	2	4	0.0	0	1	5
O=C(CSc1ncc(C(F)(F)F)cc1Cl)N1CCNC1=O	-7	1	11	-17	6	0.4	1	2	6
COc1ccc(S(=O)(=O)N/N=C\c2ccc(OC)c(COc3ccc(C)cc3[N+](=O)[O-])c2)cc1	-6	7	11	0	2	0.6	1	-2	-3
COc1ccc(/C=N/NC(=O)c2cc[n+]([O-])cc2)cc1OC	-11	13	-12	-1	-3	0.0	1	-3	-3
CCCc1nc2ccc(Br)cn2c1Cc1ccccc1OC	2	8	22	-9	-1	1.0	-1	-4	-4
Cc1[nH]c2ccccc2c1Cc1nnc(SCCC#N)o1	12	4	11	-4	-7	0.2	1	1	1
CCOc1cc(C(=O)OCC(=O)NC(C)c2ccccc2)ccc1OCC(=O)N1CCOCC1 (stereo unspecified)	0	-7	20	-15	-7	1.0	2	-2	4
CC(C)N(Cc1nc(-c2ccccc2)no1)C(=O)CN1C(=O)c2ccccc2C1=O	14	23	9	-16	-9	1.2	4	-3	-16
Cc1cc(C)cc(CC(=O)N2CCC2(C)C(=O)NS(=O)(=O)c2ccc(C(C)(C)C)cc2)c1 (stereo unspecified)	-3	2	-11	9	-1	0.2	0	3	-1
CSc1ncccc1C(=O)OCC(=O)NC1CCCC1	-5	-1	19	-14	3	0.2	0	0	6
Cc1ccc2nc(-c3ccccc3)cc(C(=O)Nc3cccnc3)c2c1	3	6	-16	5	2	0.8	4	7	-3
c1ccc(-c2nc(C3CCCCC3)c3sccc3n2)cc1	7	-6	14	-18	7	0.9	0	4	15
O=C(OCC(=O)N(CCc1ccccc1)Cc1ccccc1)c1ccc(F)c(S(=O)(=O)N2CCOCC2)c1	-4	3	8	-17	-6	2.1	9	-2	-17

Bioassay records deposited in PubChem by The Scripps Research Institute Molecular Screening Center.
